High-throughput results: PubChem, Fisher Drug Discovery Resource Center
mcGAS inh = blocks mouse cGAS activity. Q8C6L5. recombinant cGAS, Kinase-Glo ATP depletion luminescence. inhibition, % at 12.5 µM. 0.15% of 160,000 active. AID 1259399;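 note: 0% = negative control wells and 100% = reference inhibitor with no enzyme activity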
hcGAS inh = blocks human cGAS activity | Q8N884 | recombinant h-cGAS, ATP depletion, Kinase-Glo luminescence | inhibition, % at 12.5 µM | 0.081% of 290,000 active | AID 1259398;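 note: 0% = vehicle reaction and 100% = reaction without DNA for no activity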
Target sequence (Q8N884 whole entry, looked up): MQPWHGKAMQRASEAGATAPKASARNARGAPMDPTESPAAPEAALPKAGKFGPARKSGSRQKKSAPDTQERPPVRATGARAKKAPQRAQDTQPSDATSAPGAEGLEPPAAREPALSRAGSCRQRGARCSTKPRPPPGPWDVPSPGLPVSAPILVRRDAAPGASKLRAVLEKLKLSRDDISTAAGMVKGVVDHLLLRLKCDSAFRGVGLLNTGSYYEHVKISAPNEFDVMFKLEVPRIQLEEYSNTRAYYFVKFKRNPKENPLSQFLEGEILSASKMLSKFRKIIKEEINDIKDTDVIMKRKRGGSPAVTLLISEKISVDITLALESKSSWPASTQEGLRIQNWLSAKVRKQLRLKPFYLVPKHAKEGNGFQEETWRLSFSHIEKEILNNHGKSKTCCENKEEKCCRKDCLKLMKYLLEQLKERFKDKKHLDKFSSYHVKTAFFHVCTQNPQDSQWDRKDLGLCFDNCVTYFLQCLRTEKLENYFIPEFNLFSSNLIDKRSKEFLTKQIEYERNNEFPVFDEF
NPYLR7 agonist = mosquito NPYLR7 agonism | HEK293T NPYLR7/Galpha15, GCaMP6s calcium fluorescence | AID 1259423 | activation, % at 10 µM | 0.15% of 270,000 active; in the data active = activation above about 40%;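 note: 0% = vehicle and 100% = reference agonist at the receptor; some compounds past the cut are filed as inactive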
* hit, by the source's call; . = no result given; & = joins results of further samples. Cut-off read from the data, not from the text of the source, unless noted: active = inhibition above about 40%; inactive = the rest.

SMILES | mcGAS inh | hcGAS inh | NPYLR7 agonist
COc1cc(CNC2CC2)cc(Cl)c1OC | -2 | -6 | 3
Cc1cc(C)n(C(C)c2n[nH]c(CC(C)C)n2)n1 (configuration not stated) | . | -8 | -1
O=C1NC2(CCN(Cc3ccc(C(F)(F)F)cc3)CC2)Nc2ccc(I)cc21 | -4 | -1 | 5
Cn1ncc([N+](=O)[O-])c1C(=O)Nc1cccc(Cl)c1 | -6 | -5 | -2
Cc1cc(C(=O)N2CCC(C)Nc3ccccc32)c(C)o1 (configuration not stated) | -15 | -7 | 0
CCC(C)C1NC2(CCN(C(=O)C(C)C)CC2)N(CC2CCCO2)C1=O (configuration not stated) | . | -7 | 5
CC(C)=CC(=O)N1CC[C@@H](c2ccc(F)cc2)[C@H](O)C1 | . | -1 | 1
CSC(=NS(=O)(=O)c1cccs1)Nn1cnnc1 | -3 | -2 | 9
O=C(c1ccccc1F)N1CCC(Cc2ccc(F)cc2)CC1 | 0 | 3 | 3
CC(C)(C)c1cc2nc(C(=O)N(CCC#N)Cc3cccnc3)cc(-c3ccccc3F)n2n1 | -4 | -1 | 2
COC(=O)c1cc(OC)cc2c1OC(CNC(=O)c1ccccc1C)C2 (configuration not stated) | -2 | 5 | -5
Cc1ccccc1CN1C(=O)C2(SCCN2C(=O)Nc2ccc(Cl)cc2)c2ccccc21 (configuration not stated) | -5 | -5 | -2
Cc1cc(C(=O)N2CCC2(C)C(=O)NCCC#N)nn1C (configuration not stated) | -4 | -9 | 17
COc1ccc(Cl)cc1NCC(=O)N1CCc2sccc2C1 | . | -2 | 2
CC1CC2(CC(C)(c3csc(N)n3)OC2=O)C(=O)O1 (configuration not stated) | . | -4 | 3
CC(=O)Nc1ccc(NC(=O)CSc2nc3c(c(=O)n2-c2cc(C)cc(C)c2)SCC3)cc1 | -7 | -8 | -3
CC(C)CN(CCC(=O)NCc1cccc(C(F)(F)F)c1)c1nc(-c2ccco2)nc2cc(Cl)ccc12 | -5 | -9 | 18
COCCn1cc(NC(=O)N2CCc3ccccc32)c2ccccc21 | . | -12 | 8
COCC(c1ccccn1)N(C)CC(=O)NC1CCCCCCC1 (configuration not stated) | . | -3 | -8
O=C(CS(=O)CCOc1cccc(Br)c1)NCC1CCCCC1 (configuration not stated) | . | -6 | 16

Reformatted with each value named: part of the list above.
CC(C)CN(CCC(=O)NCc1cccc(C(F)(F)F)c1)c1nc(-c2ccco2)nc2cc(Cl)ccc12
  mcGAS inh: -5
  hcGAS inh: -9
  NPYLR7 agonist: 18

COC(=O)c1cc(OC)cc2c1OC(CNC(=O)c1ccccc1C)C2 (configuration not stated)
  mcGAS inh: -2
  hcGAS inh: 5
  NPYLR7 agonist: -5

CC(=O)Nc1ccc(NC(=O)CSc2nc3c(c(=O)n2-c2cc(C)cc(C)c2)SCC3)cc1
  mcGAS inh: -7
  hcGAS inh: -8
  NPYLR7 agonist: -3

CC1CC2(CC(C)(c3csc(N)n3)OC2=O)C(=O)O1 (configuration not stated)
  mcGAS inh: .
  hcGAS inh: -4
  NPYLR7 agonist: 3

(continued)
SMILES | mcGAS inh | hcGAS inh | NPYLR7 agonist
Cc1cccc(-c2cccc(NC(=O)C3CCCN3Cc3ccc(CO)o3)c2)c1 (configuration not stated) | . | -4 | 5
Cc1c(C(=O)NCc2ccc3nsnc3c2)cnc2ccnn12 | -10 | -9 | 6
CC(NC(=O)c1coc(CN(Cc2ccccc2)Cc2ccccc2F)n1)c1ccccc1 (configuration not stated) | -4 | 1 | 18
CCOC(=O)CC(=O)CSc1ncnc2c1nnn2-c1ccc(F)cc1 | -5 | -5 | 13
Fc1ccccc1-c1nnc2ccc(C(F)(F)F)cn12 | -4 | -2 | 3
COCCNC(=O)C(NC(=O)c1cccs1)C1CCN(C(=O)c2ccc(C(F)(F)F)cc2)CC1 (configuration not stated) | 1 | 1 | -2
Cc1ccc(-n2nnnc2CNC(=O)Nc2ccc(C(C)(C)C)cc2)cc1C | -6 | -3 | -2
Cc1cc(=O)oc2cc(CN(Cc3cnn(C)c3)CC(C)C)ccc12 | -8 | -5 | 1
COC(=O)CCC(=O)N1CCC(CCC(=O)Nc2ccccc2)CC1 | . | -7&3 | 7
COCCc1noc(-c2ccc(-c3ccc(N)nc3)nc2)n1 | . | -5 | 5

Complete entries as entered above. Order of screens: mcGAS inh	hcGAS inh	NPYLR7 agonist
`Cc1c(C(=O)NCc2ccc3nsnc3c2)cnc2ccnn12` as listed: -10	-9	6
`COCCc1noc(-c2ccc(-c3ccc(N)nc3)nc2)n1` as listed: .	-5	5
`Fc1ccccc1-c1nnc2ccc(C(F)(F)F)cn12` as listed: -4	-2	3
`CCOC(=O)CC(=O)CSc1ncnc2c1nnn2-c1ccc(F)cc1` as listed: -5	-5	13

Later entries:
SMILES | mcGAS inh | hcGAS inh | NPYLR7 agonist
CCOC(=O)c1cnn2c(C(=O)O)ccnc12 | . | -7 | 9
O=C(c1ccccc1OC1CCN(Cc2cccc(C(F)(F)F)c2)CC1)N1CCCCC1 | -3 | -4 | -4
CN(CCCCN1CCOCC1)c1nc2nonc2nc1N1CCCC1 | . | -10 | 0
Cc1ccccc1OCC(=O)N1CCN(c2ncnc3c2nnn3Cc2ccccc2)CC1 | -2 | -1 | -9
Cc1n[nH]c(C)c1CCC(=O)NN=Cc1c(Cl)cccc1Cl | -8 | -10 | 3
Cc1cccc(COC(CN2CCN(C(=O)CCC3CCCC3)CC2)c2ccc(Cl)cc2)c1 (configuration not stated) | -7 | -6 | 3
COCCN1CC(CN2CCOCC2)Oc2nc(C)ccc2C1=O (configuration not stated) | 3 | 9 | -4
CCCCCCCCCCCCCC(=O)N1CCc2nc(Cc3cccc(F)c3)[nH]c(=O)c2C1 | 2 | 5 | -6
CCCCCN(CC(=O)Nc1cc(C(C)(C)C)nn1-c1ccc(C)cc1C)C(=O)c1ccc(CCCC)cc1 | -5 | -10 | 0
Cc1ccc(NC(=O)CC2Cn3cccc3C2=O)cc1 (configuration not stated) | . | -4 | 11
COCCCN(CC(=O)N(Cc1ccccc1)Cc1sccc1C)C(=O)c1ccc(C(F)(F)F)cc1 | -7 | 4 | 0
CC(C)(N)c1cn(CC2CCN(C(=O)NC3CCCCCC3)CC2)nn1 | -17 | -4 | 4
O=c1[nH]c(/C(Cl)=C\c2cc(F)ccc2F)nc2ccccc12 | -17 | -6 | -3
COc1ccc(CC2CN(C/C=C/c3ccccc3)CCO2)cc1 (configuration not stated) | . | -5 | 8
COc1ccccc1-n1c(SCc2nc(C(=O)N3CC(C)OC(C)C3)cs2)nnc1-c1ccccc1Cl (configuration not stated) | -5 | -16 | -7
O=c1ccc(-c2ccccc2)nn1CCNc1nncc(-c2ccc3ccccc3c2)n1 | -10 | -7 | -1
CN(CCc1cnn(C)c1)c1nncc(-c2ccccc2F)n1 | . | 0 | 19
CC(C)(O)C#Cc1cccc(-c2n[nH]c(CCc3ccccc3)n2)c1 | . | -2 | 6
O=C1CCCCCc2ccc(cc2)CCC1 | . | -6 | 1
COc1ccc(N(C)S(=O)(=O)c2ccc(OC)c(N3CCN(S(=O)(=O)c4ccc(Cl)c([N+](=O)[O-])c4)CC3)c2)cc1 | -9 | -5 | 2
CCc1cccc(OCCCN(C)C(=O)c2ccc(=O)n(C)c2)c1 | . | -2 | 15
COCCCN1CC2(CCCN(c3cc(OC)ncn3)C2)CCC1=O (configuration not stated) | -1 | -2 | .
CC1=C(C#N)C(C(F)(F)F)(C(F)(F)F)N=C(c2ccc(C)cc2)N1 | . | 0 | 8
Clc1ccc(CNc2nn[nH]n2)cc1Cl | . | -3 | -1
Cc1ccc(-n2ncc3c(=O)n(NC(=O)c4cccc([N+](=O)[O-])c4)cnc32)cc1 | . | -12 | 2
O=C(NC1CCc2[nH]ncc2C1)c1cccc(CC2CCNCC2)c1 (configuration not stated) | . | -3 | 0
Cn1cc(NC(=O)C2CC(c3ccccc3)C2)ccc1=O (configuration not stated) | . | -9 | -13
CCOC(=O)C1CCCN(C(=O)CCN(Cc2ccco2)c2nc(Cc3cccc(OC)c3)ns2)C1 (configuration not stated) | -6 | -10 | -9
CCc1nc2c(OCc3ccc(F)cc3)cccn2c1N(C)C(=O)COc1ccccc1 | 2 | 1 | -22
COC(=O)c1cccc2c1CCN(C(=O)C1=CC(=O)CC(C)(C)O1)C2 | . | 0 | 1
CC1CCN(Cc2cccc(CNC(=O)CNC(=O)c3ccc4c(c3)OCO4)c2)CC1 | . | -9 | 4
CC(C)Sc1nc2ccccc2n2cnnc12 | . | -9 | 11
O=C(O)c1ccc(CN2C[C@H](O)C[C@H]2c2nc(Cc3ccccc3)no2)cc1 | -8 | -7 | -5
CN(C)c1ccccc1NS(=O)(=O)c1cnc(Cl)n1C | . | -5&-9 | -5&16
Cc1[nH]c2ccccc2c1S(=O)(=O)CCNC(=O)NC1CCCCC1 | . | -7 | 3
CC(c1nccs1)N(C)C(=O)c1ccc(C#CC(C)(C)O)o1 (configuration not stated) | . | -2 | 7
COc1ccc(CC(=O)N2CCOC(COc3ccc4c(c3)CCCC4)C2)cc1F (configuration not stated) | . | 2 | -5
COCCN(Cc1cccc(OS(=O)(=O)c2cccc(C(F)(F)F)c2)c1)C(=O)c1ccc(Br)cc1 | 2 | 2 | 5
CNC(=O)CN(C)C(=O)c1ccc(N(C)S(=O)(=O)c2ccc(C)cc2)cc1 | . | 1 | -2
COc1ccc2sc(N(CCCN3CCOCC3)C(=O)c3cccc([N+](=O)[O-])c3)nc2c1 | -9 | -6 | 0
O=C(c1cc(Cl)cnc1Cl)N1CCC(c2cn(Cc3ccc(C(F)(F)F)cc3)c3ccccc23)CC1 | -7 | -12 | 9
OCCN(CCO)CC(O)COc1ccc2c(c1)OCO2 (configuration not stated) | -1 | 0 | -2
Cc1cccc(OCCCNC(=O)c2cccc(S(C)(=O)=O)c2)c1 | . | -3 | 11
COc1cccc(OCCn2c(CN(C)C(=O)c3ccco3)nc3ccccc32)c1 | . | -10 | -3
CCCCCCNC(=O)c1cc(-c2ccc(OC)cc2OC)nn1-c1ccc(F)cc1 | -3 | 0 | 13
CCc1nc2ccc(C(=O)N3CCCC(C(N)=O)C3)cn2c1N(C)CCCc1ccccc1 (configuration not stated) | 1 | 1 | -4
Nc1nn(S(=O)(=O)c2ccccc2)cc1-c1ccc([N+](=O)[O-])cc1 | . | -10 | 6
Cc1cc(Cl)cc2sc(N(Cc3ccncc3)C(=O)C(C)C)nc12 | -8 | -7 | 7
COc1ccc(C2CC(c3cc(Cl)ccc3O)=NN2)cc1OC (configuration not stated) | . | -11 | 0
Cc1oc(-c2ccc(-c3ccccc3)cc2)nc1CN1CCCC(CN2CCCC2=O)C1 (configuration not stated) | -9 | -5 | 8
(further entries)
SMILES | mcGAS inh | hcGAS inh | NPYLR7 agonist
CCn1cc(NC(=O)NCCCOC)c2ccccc21 | -6 | -2 | 21
COc1ccc(CC(=O)Nc2ccc3c(c2)OCCCO3)cc1F | -9 | -2 | -4
COc1ccc(NC(=O)C2CN(C(C)=O)c3ccccc3O2)c(OC)c1 (configuration not stated) | . | -12 | 2
COc1cccc(/C=C2/SC(=Nc3cc(C)cc(C)c3)NC2=O)c1O | -3 | -2 | -13
CCOC(=O)c1cn2nc(C)nc2nc1C | . | -2 | -2
CC(C)(C)c1ccc(-c2nc(-c3cccnc3)no2)cc1 | -1 | 3 | 6
Cc1ccc(NC(C)C)c(C(=O)N2CCCCCC2)c1 | -11 | -4 | 0
CC(C)c1noc(N2CC3OCCN(Cc4ccccc4)C3C2)n1 (configuration not stated) | . | -6 | 6
CCCS(=O)(=O)N1CCN(c2nc(-c3ccccc3)nc(C)c2Cc2c(F)cccc2Cl)CC1 | -9 | -2 | 31
O=C1CC(NS(=O)(=O)N2CCCC2)CN1C1Cc2ccccc2C1 (configuration not stated) | . | -5 | 18
Cc1ccnc(-n2c(C)ccc2C)c1 | . | -8 | 9
O=C(CNC(=O)c1cccs1)NC1CCOC1c1ccccc1 (configuration not stated) | . | -6 | 7
COc1ccc(/C=C2\SC(=S)N(C3CCCCC3)C2=O)c(OC)c1 | -4 | -1 | 6
CCN(CC)S(=O)(=O)c1ccc2c(c1)nc(SCCO)n2CC | -4 | -4 | 0
CCOc1ccc(-c2ccc(=O)n(CCNC(=O)Nc3ccc(C)cc3C)n2)cc1 | -9 | -5 | 4
Cc1sc2nc(SCC(=O)Nc3sc4c(c3C(N)=O)CCC4)[nH]c(=O)c2c1C | 5 | 11 | 2
Cc1ccccc1CSc1nnc(C(C)NC(=O)c2ccc(Cl)cc2Cl)n1-c1cc(Cl)ccc1C (configuration not stated) | -6 | -10 | 10
Cc1cccn2c(=O)nc(SCC(=O)NCc3ccccc3)nc12 | . | -3 | 0
